From PubChem BioAssay
ST2 IL33 inh: inhibitors of human ST2 (IL1RL1) binding to IL-33, primary screen, biochemical, AlphaLISA; AlphaLISA ST2-Fc/biotin-IL-33 interaction, 1 h; inhibition, % for hits at 17 µM; hit rate 2.3% among 78,000; in the data active = inhibition above about 30%; inconclusive = mostly about 10% to 28%
Target sequence (Q01638 whole entry, looked up): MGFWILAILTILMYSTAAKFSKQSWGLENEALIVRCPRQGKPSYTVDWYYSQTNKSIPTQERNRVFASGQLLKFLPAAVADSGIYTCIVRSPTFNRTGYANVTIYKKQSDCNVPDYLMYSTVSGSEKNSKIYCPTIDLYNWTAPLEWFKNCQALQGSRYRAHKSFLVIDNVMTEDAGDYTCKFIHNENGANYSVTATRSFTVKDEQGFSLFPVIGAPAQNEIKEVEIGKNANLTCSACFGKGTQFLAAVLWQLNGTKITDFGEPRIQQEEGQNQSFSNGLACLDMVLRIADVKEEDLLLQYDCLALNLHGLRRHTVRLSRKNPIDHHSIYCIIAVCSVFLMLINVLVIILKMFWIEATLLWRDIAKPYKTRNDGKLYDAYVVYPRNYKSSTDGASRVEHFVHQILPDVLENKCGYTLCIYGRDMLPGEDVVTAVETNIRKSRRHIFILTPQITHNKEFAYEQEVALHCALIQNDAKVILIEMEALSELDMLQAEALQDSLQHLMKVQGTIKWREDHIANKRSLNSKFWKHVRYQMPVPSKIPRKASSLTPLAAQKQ
An asterisk follows results filed as active; i = inactive; u = inconclusive. Only part of the results is shown. The share of hits here may be higher or lower than overall.

Start of the listing, in advance (4 entries):
cpd	mol	ST2 IL33 inh
1	CCCCOC(=O)Nc1ccc(S(N)(=O)=O)cc1	u
2	O=S(=O)(Nc1cnc2ccccc2c1)c1ccc(F)cc1	i
3	Cc1cc(C)n2c3c(c(C#N)c2n1)CCCC3	i
4	C=CCNS(=O)(=O)c1nc(C)c(Cl)c(C)c1C#N	i

Main list, from the first entry:
cpd	mol	ST2 IL33 inh
1	CCCCOC(=O)Nc1ccc(S(N)(=O)=O)cc1	u
2	O=S(=O)(Nc1cnc2ccccc2c1)c1ccc(F)cc1	i
3	Cc1cc(C)n2c3c(c(C#N)c2n1)CCCC3	i
4	C=CCNS(=O)(=O)c1nc(C)c(Cl)c(C)c1C#N	i
5	Cc1cc(OCC(=O)Nc2ccc(S(=O)(=O)Nc3ncccn3)cc2)ccc1C(C)C	i
6	O=C1CC2(CCN(C(=O)Cc3ccc4c(c3)OCO4)CC2)CN1	i
7	O=C(Nc1cccc(Cl)c1)N1CCN(C(=O)Nc2cccc(Cl)c2)CC1	i
8	CCOC(=O)c1c(NC(=O)c2cc(F)c(F)cc2Cl)sc2c1CCC2	i
9	COc1cc2c(cc1-c1nccn1CCN1CCCOC1=O)CCC2	i
10	O=C(C1CCN(c2ccc(-c3ccc(Br)s3)nn2)CC1)N1CCOCC1	i
11	O=S(=O)(N1CCCC1)N1CCOC(Cc2cccc(C(F)(F)F)c2)C1 (centres undefined)	i
12	CC(C)(C)c1ccc(-c2csc(NC(=O)c3cc(=O)c4ccccc4o3)n2)cc1	i
13	C=C(C(=O)O)[C@@H]1CC[C@@]2(C)C=CC(=O)[C@@H](CCC3(O)C(=O)C=C[C@]4(C)CC[C@@H](C(=C)C(=O)O)C[C@@H]34)[C@@H]2C1 (some centres undefined)	i
14	O=C(N[C@H]1CCN2C(=O)c3cc(-c4cccc(C(F)(F)F)c4)ccc3NC(=O)[C@@H]2C1)c1cnccn1	i
15	O=C(NCCC(c1ccccc1)c1ccccc1)c1cnc2n(c1=O)CCS2	i
16	COc1ccc2c(c1)c(C(=O)CN1CCOCC1)c(C)n2C	i
17	C=CCN(Cc1ccccc1C)C(=O)c1ccc2c(c1)ncn2CCO	i
18	C=C(C)COc1ccc(C(=O)NCCc2cn3ccccc3n2)cc1	i
19	O=C(Nc1ccc2c(c1)OCO2)c1ccc(Br)o1	u
20	COCCCNC(=O)CN1C(=O)/C(=C\c2ccc(Cl)cc2)Sc2ccccc21	i

The closing 7 entries of the part before open the next one:
cpd	mol	ST2 IL33 inh
14	O=C(N[C@H]1CCN2C(=O)c3cc(-c4cccc(C(F)(F)F)c4)ccc3NC(=O)[C@@H]2C1)c1cnccn1	i
15	O=C(NCCC(c1ccccc1)c1ccccc1)c1cnc2n(c1=O)CCS2	i
16	COc1ccc2c(c1)c(C(=O)CN1CCOCC1)c(C)n2C	i
17	C=CCN(Cc1ccccc1C)C(=O)c1ccc2c(c1)ncn2CCO	i
18	C=C(C)COc1ccc(C(=O)NCCc2cn3ccccc3n2)cc1	i
19	O=C(Nc1ccc2c(c1)OCO2)c1ccc(Br)o1	u
20	COCCCNC(=O)CN1C(=O)/C(=C\c2ccc(Cl)cc2)Sc2ccccc21	i
21	Cc1ccc(Cn2nnc(C(=O)Nc3cc(C)ccc3C)c2N)cc1	i
22	C[C@H](O)c1nc2ccccc2c(=O)[nH]1	i
23	Cc1cccc(C(=O)Nc2ccccc2-c2nc3ccccc3[nH]2)c1	i
24	Cc1ccccc1NC(=O)C1CCN(c2ccc(-c3cccs3)nn2)CC1	i
25	CCOc1ccc2cc(C3CC(c4ccccc4)=NN3C(C)=O)c(=O)[nH]c2c1 (centres undefined)	i
26	COc1ccc(S(=O)(=O)N2CCN(c3cc(-c4ccccc4C)ncn3)CC2)cc1Cl	i
27	O=C(Nc1ccc2nsnc2c1)N1CCN(c2ccccn2)CC1	i
28	CC1C2(C)OC(=N)C(C#N)(C(c3cccc(F)c3)O2)C1(C#N)C#N (centres undefined)	u
29	CN(Cc1cc(-c2ccccc2)on1)Cc1cc2n(n1)CCNC2	i
30	CCOc1ccc(N2CN=c3s/c(=C\c4ccc(OC)cc4)c(=O)n3C2)cc1	u
31	O=C1Nc2ccccc2C1=Nc1ccc(C(=O)O)cc1	i
32	CN(CC(=O)N1CCN(c2ccccc2)CC1)S(=O)(=O)c1ccc2c(c1)CCC(=O)N2	i
33	Cc1[nH]cnc1-c1nccn1CC1CCS(=O)(=O)C1 (centres undefined)	i
34	Cc1cccc(CN2C(=O)CSc3ccc(C(=O)NCC4CCCO4)cc32)c1 (centres undefined)	i
35	Cc1ccc(-c2nnc(-c3nc(NCc4cccnc4)c4ccccc4n3)o2)cc1	i
36	CN(Cc1cc(C#CCO)cs1)C1CC(C)(C)NC(C)(C)C1	i
37	COc1cc([N+](=O)[O-])ccc1NC(=O)Cc1ccc(Br)cc1	i
38	CC1CC(C)CN(CCCNS(=O)(=O)c2ccc3c(c2)CCN3C(=O)C2CC2)C1 (centres undefined)	i
39	CC(=O)Nc1ccc(S(=O)(=O)Nc2cccc(F)c2)cc1	i
40	Cc1ccc2nc(COCC(=O)N3CCC(N4CCCC4=O)CC3)[nH]c2c1	u
41	O=C(NCc1ccccc1Cl)C1CCN(CC2CC=CCC2)CC1 (centres undefined)	i
42	CC1=C/C(=N\OC(=O)c2ccc([N+](=O)[O-])cc2)C(Br)C(Br)C1=O (centres undefined)	u
43	C=CCSc1nnc2c(n1)OC(c1ccccc1)N(C(C)=O)c1ccccc1-2 (centres undefined)	i
44	Cc1nccn1CCCN1CCOc2c(O)cc(-c3cccc(Cl)c3)cc2C1	i
45	O=C(c1ccccc1)N1CCN(C(=O)N(c2ccccc2)c2ccccc2)CC1	i
46	NC(=O)c1cc(S(=O)(=O)NCCc2ccc(S(N)(=O)=O)cc2)cs1	i
47	O=S(=O)(NCC1CCN(S(=O)(=O)c2ccc(F)cc2)CC1)c1ccc(F)cc1	u
48	CCc1ccccc1NC(=O)CN(C)S(=O)(=O)c1ccc(Br)cc1	i
49	CC(C)(O)C#Cc1ccc(C(=O)N2CC[C@@H](c3ccc(F)cc3)[C@H](O)C2)o1	i
50	N#Cc1c(N)nc(SCC(=O)c2ccccc2)c(C#N)c1-c1ccc(O)cc1	i
51	O=C(CCC1CCN(Cc2cccc3c2OCO3)CC1)Nc1ccccc1Cl	u
52	Cc1ccc(C(C)C)cc1OCCNCCN	u
53	CNC(=O)c1cc2c(=O)n3ccccc3nc2n(C(C)C)c1=N	i
54	Cc1ccc(NS(=O)(=O)c2ccc3[nH]c(=O)c(=O)[nH]c3c2)c(Cl)c1	37.0%*
55	CC(=O)Nc1ccc(NC(=O)C2(S(=O)(=O)c3ccc(Cl)cc3)CC2)cc1	u
56	Cc1c(NCc2ccccn2)cccc1C(=O)NCCN1CCNC1=O	i
57	FC(F)(F)c1ccc(NCc2ccccc2)nc1	i
58	O=C(Nc1ccccc1-c1ccccc1)c1ccc(Br)o1	i
59	Cc1cc(N2C(=O)CSC2c2cccnc2)ccc1Br (centres undefined)	i
60	COCC(O)CN1CCN(c2ccc(Cl)cc2[N+](=O)[O-])CC1 (centres undefined)	i
61	COCCCn1c(SCC(=O)NC2CCCCC2)nc2c(sc3ccccc32)c1=O	i
62	CCCCNS(=O)(=O)c1cc(S(=O)(=O)NCCCC)c2cccc3c2c1NC3=O	i
63	Cn1c2c(c(=O)[nH]c1=O)C(c1ccc(Br)cc1)C1=C(N2)c2ccccc2C1=O (centres undefined)	u
64	CC(C)C(NS(=O)(=O)c1cccs1)C(=O)NCCN1CCN(c2ccccc2)CC1 (centres undefined)	i
65	COc1ccc(S(=O)(=O)N2C[C@@H]3C[C@H](C2)c2ccc(NC(=O)c4cnccn4)c(=O)n2C3)cc1	i
66	CC(C)(C)C1CCc2onc(C(=O)Nc3cc(Br)ccc3O)c2C1 (centres undefined)	i
67	C[N+](C)(C)CCO	i
68	Cc1ccc(C(=O)NC(=C(Cl)Cl)S(=O)(=O)c2ccc(Cl)cc2)cc1	i
69	CCOC(=O)c1ccc(Nc2nc3nonc3nc2NC(C)C)cc1	u
70	O=C(O)CCC(=O)Nc1ccc(-c2nc3ccccc3[nH]2)cc1	i
71	Cc1nc(C(=O)N2CC[C@H](NC(=O)c3cnccn3)C[C@H]2C(=O)N[C@H](C)C(N)=O)cs1	i
72	CCSc1nnc(-c2ccc(C)c(S(=O)(=O)N(C)C)c2)c2ccccc12	i
73	COc1ccc2c(c1)C1=NN(C(C)=O)C(c3ccc(F)cc3)C1CC2 (centres undefined)	i
74	Cc1ccc(-c2cnc(-c3ccncc3)o2)cc1	u
75	CC(NC(=O)c1c(F)cccc1F)C(c1cccs1)N1CCOCC1 (centres undefined)	i
76	Cc1ccc(C(C)C)cc1OCCCN1CCNCC1	i
77	CCCCOC(=O)C1=C(C)Nc2ncnn2C1c1cc(Br)ccc1OC (centres undefined)	i
78	C=C(C)Cn1c(C(C)NC(=O)c2ccccc2)nc2ccccc21 (centres undefined)	i
79	CC(Cc1cccnc1)NC(=O)c1cc(Cn2cnc3ccccc32)on1 (centres undefined)	i
80	CN1C[C@@H](N)C[C@H]1C(=O)NC(C)(C)CNc1cccc(Cl)c1	i

More records follow:
cpd	mol	ST2 IL33 inh
81	Cc1cccc(C)c1NC(=O)c1ccc(Cl)cc1	u
82	COc1ccc(NC(=O)CCc2c(C)n(C)c3cc(-c4ccccc4OC)nn3c2=O)c(OC)c1	i
83	CCc1ccc(-c2nccn2-c2ccc(OC)nc2)nc1	i
84	CCCOc1ccc(C(=O)Oc2cccc3ccc(C)nc23)cc1	i
85	CCOC(=O)c1cccc(N2C(=O)C3C4C=CC(C)(O4)C3C2=O)c1 (centres undefined)	i
86	CC(C)N1CCC(N2CCN(Cc3ccc(O)c(Cl)c3)CC2CCO)CC1 (centres undefined)	i
87	COCC(=O)N1CCC(Oc2ccc(C(=O)NCC3COc4ccccc4O3)cc2)CC1 (centres undefined)	u
88	Cc1cc(C(=O)N2CC=CC2C(C)C)cc(S(N)(=O)=O)c1C (centres undefined)	i
89	Cc1nc2c(c(N3CCCC3)n1)CCN(C(=O)c1snnc1C)C2	i
90	COc1cccc(-c2nnc(NC(=O)c3ccc(S(=O)(=O)N4CC(C)OC(C)C4)cc3)o2)c1 (centres undefined)	u
91	COc1ccc(-n2cccn2)c(C2CC(=O)Nc3cc(O)c(C)cc32)c1 (centres undefined)	u
92	Cc1cccc(C(=O)Nc2ccc(Cl)cc2F)c1	i
93	Cc1ccc(N2C(=O)SC(Nc3cccc(C(=O)O)c3)C2=O)cc1 (centres undefined)	i
94	Cc1cccc(Cn2c(CNS(=O)(=O)c3cccs3)nc3cccnc32)c1	i
95	COc1ccccc1-n1cc(CN2CCCC(CNC(=O)c3cc(C)on3)C2)cn1 (centres undefined)	i
96	CCN(C(=O)c1c(-c2ccccc2Cl)noc1C)C1CCCCC1	i
97	COc1ccc(C(=O)N[C@H]2CO[C@H]3[C@@H]2OC[C@@H]3Nc2nccc(-c3cccc(C#N)c3)n2)cc1	i
98	O=C(CN1CCN(Cc2cccc(Cl)c2)C1=O)N1CCCC1	i
99	Cc1ccc(Oc2ncccc2CNC(=O)CC(C)n2ccnc2)cn1 (centres undefined)	i
100	O=C(c1ccco1)N1CCN(c2ccc([N+](=O)[O-])cc2)CC1	i
101	CC(C)c1nc(CCOc2ccccc2)n(-c2ccccn2)n1	u
102	CCCCc1oc2ccccc2c1C(=O)c1cc(I)c(OCCN(CC)CC)c(I)c1	u
103	O=C(NCCO)C12CC3CCC(CC(C3)C1)C2	i
104	COCCCn1c(SCC(=O)Nc2ccc(F)cc2)nc2c(sc3ccccc32)c1=O	i
105	O=c1/c(=C/c2cccnc2)sc2n1CN(c1cccc([N+](=O)[O-])c1)CN=2	u
106	CCCCNC(=O)C1C2C=CC3(CN(Cc4ccccc4Cl)C(=O)C13)O2 (centres undefined)	i
107	CSc1nc2c(sc3ccccc32)c(=O)n1CCCC(=O)NC1CCCCC1	i
108	Cc1ccc(NS(=O)(=O)c2ccc(Br)s2)cc1	i
109	Cc1cc2c(cc1C)C(c1cccc(Cl)c1Cl)CC(=O)N2 (centres undefined)	i
110	CCc1cccc(C)c1NC(=O)C1CCCN1S(=O)(=O)c1cccc2nsnc12 (centres undefined)	i
111	COCCNC(=O)CSc1cc(=O)n(C)c2cc(Cl)ccc12	i
112	CCc1cccc(NC(=O)C2CCCC2)c1	u
113	c1cncc(OCCCNC2CCC3(CCNCC3)CC2)c1	u
114	O=C(NCc1ccco1)C1[C@@H]2[C@H]3CC[C@H](C3)[C@H]12 (some centres undefined)	i
115	CCC1Oc2ccc(C)cc2N(CC(=O)N(C)CCC#N)C1=O (centres undefined)	i
116	CC(C)C(=O)Nc1cc2c(cc1C(=O)c1ccccc1Br)OCCO2	u
117	Cc1nn(C(=O)c2ccccc2F)cc1[N+](=O)[O-]	u
118	CC(=O)OC(CCCCc1ccc(O)c(O)c1)CCc1ccc(O)c(O)c1 (centres undefined)	i
119	CCCC(=O)NC(C)c1nc2ccccc2n1CC(C)C (centres undefined)	u
120	CCOC(=O)N1CCC(NC(=O)C2CCC(=O)N(Cc3ccccc3F)C2)CC1 (centres undefined)	u
121	CCn1c(CN2CCOCC2)nc2c1c(=O)[nH]c(=O)n2C	i
122	COc1ccc(CN(Cc2cccc(F)c2)C(=O)c2ccc(=O)[nH]c2)cc1	i
123	O=C(c1ccc(N2CCC(NCC3COc4ccccc4O3)CC2)cc1)N1CCOCC1 (centres undefined)	u
124	CCN1C(=O)C(C(=O)c2ccccc2)C2CC1(C)Oc1ccccc12 (centres undefined)	i
125	CCC(=O)N1c2ccccc2-c2nnc(SC)nc2OC1c1cccc(C)n1 (centres undefined)	u
126	CCC1(C)CC(CC(=O)O)(c2ccc(OC)cc2)CCO1 (centres undefined)	i

A different layout for part of the listing above:
122	COc1ccc(CN(Cc2cccc(F)c2)C(=O)c2ccc(=O)[nH]c2)cc1
  ST2 IL33 inh = i

126	CCC1(C)CC(CC(=O)O)(c2ccc(OC)cc2)CCO1 (centres undefined)
  ST2 IL33 inh = i
